PTHR1 ag: PTHR1 (human) receptor agonism. HEK293 GP2 PTHR1 cells, GloSensor cAMP luminescence, 1 h. Potency, µM (titrated, usually from 115 µM), inactives show at the highest dose activation, hits mostly activators. hit rate 0.075% among 410,000. Q03431. AID 743266; also: nearly all actives have a fitted effect of over 55% in size; some results filed as inactive show a strong effect at the top dose; inactives centre near -15; many of its hits are not listed in these tables
Target sequence (Q03431 whole entry, looked up): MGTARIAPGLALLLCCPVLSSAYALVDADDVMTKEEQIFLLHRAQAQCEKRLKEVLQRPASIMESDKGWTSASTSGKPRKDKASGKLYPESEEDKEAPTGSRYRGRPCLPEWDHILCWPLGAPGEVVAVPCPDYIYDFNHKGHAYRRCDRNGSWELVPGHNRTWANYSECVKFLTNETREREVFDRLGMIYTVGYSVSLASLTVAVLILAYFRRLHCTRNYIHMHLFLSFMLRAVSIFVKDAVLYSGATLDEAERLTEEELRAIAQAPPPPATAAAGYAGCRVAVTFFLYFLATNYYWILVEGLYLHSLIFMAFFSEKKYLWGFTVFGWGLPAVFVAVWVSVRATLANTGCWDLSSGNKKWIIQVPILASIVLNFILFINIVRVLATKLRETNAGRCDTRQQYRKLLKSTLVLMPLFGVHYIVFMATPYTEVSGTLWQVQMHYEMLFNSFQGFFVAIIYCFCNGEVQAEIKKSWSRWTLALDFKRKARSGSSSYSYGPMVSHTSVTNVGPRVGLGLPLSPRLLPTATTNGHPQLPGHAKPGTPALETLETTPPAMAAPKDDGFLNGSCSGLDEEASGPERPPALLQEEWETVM
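HEK-293-derived GP2 cells expressing PTHR1 and a GloSensor cAMP reporter, 3,000/well, plated overnight, given luciferin plus IBMX (each 0.5 mM as added) for 1 h at 37 °C, then compound for 1 h at 37 °C. Luminescence was read after 15 min at room temperature.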
EPAC1 antagonist: antagonists of human EPAC1 | O95398 | EPAC1 GEF assay, Rap1b-BODIPY-GDP exchange fluorescence | Potency, µM (doses to about 115 µM), inactives show at the top dose activity change, negative = inhibition, hits mostly inhibitors | hit rate 0.14% among 360,000 | AID 720709;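 also: plate controls were vehicle for no effect and positive control for full effect; nearly all actives have a fitted effect of over 50% in size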
EPAC1 ag: agonists of human EPAC1. AID 720707. O95398. Potency, µM (doses to about 154 µM), inactives show at the top dose activation, hits mostly activators. EPAC1 agonist qHTS, biochemical assay; response scale: 100% = response to 6.5 mM cAMP. hit rate 0.073% among 360,000; also: nearly all actives have a fitted effect of over 60% in size
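Fluorescent GDP-exchange assay: 100 nM EPAC1 with 250 nM Rap1B preloaded with BODIPY-GDP and 50 uM GDP; compounds tested as concentration series, 5 min at room temperature, then read every 5 min for 30 min (ex 480/em 540 nm); normalized to 6.5 mM cAMP.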
FUS suppressor: FUS proteinopathy suppression in yeast. S. cerevisiae FUS-expressing, growth rescue, OD600, 24 h. Potency, µM (doses to about 76.6 µM), inactives show top-dose growth rescue (activation), most hits filed as activators. hit rate 0.24% among 390,000. AID 1347120;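 also: plate controls were DMSO vehicle for no effect and reference control for full effect; nearly all actives have a fitted effect of over 55% in size; some results filed as inactive show a strong effect at the top dose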
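Cultures pregrown in 2.5% raffinose medium are shifted to minimal medium containing 2% galactose to express toxic FUS. Compounds are tested at several concentrations. After 24hr at 30C, growth is quantified at 600 nm absorbance.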
EPAC2 ag: EPAC2 (human) agonism | Q8WZA2 | EPAC2 activation, biochemical qHTS; response scale: 100% = 6.5 mM cAMP response | Potency, µM (series often up to 154 µM), for the others: top-dose activation, usual class: activators | hit rate 0.079% among 360,000; also: nearly all actives have a fitted effect of over 50% in size
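Setup: EPAC2 100 nM, labeled Rap1B complex 250 nM, free GDP 50 uM. Compound titrations pinned in, brief spin, 5 min room temperature incubation. Kinetic fluorescence read over 30 min, normalized to 6.5 mM cAMP.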
aSyn rescue: rescues yeast growth from alpha-synuclein toxicity. Potency, µM (titrated, usually from 46.1 µM), for inactives: top-dose growth rescue (activation), usual class: activators. Yeast expressing alpha-synuclein, growth rescue, BacTiter-Glo, 24 h. hit rate 0.14% among 370,000. AID 652106; also: % of control where 0% means no effect; nearly all actives have a fitted effect of over 65% in size
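Screening used galactose-induced yeast with toxic alpha-synuclein levels, exposed to compound for 24 hr at 30 deg C. Cell growth, read with BacTiter-Glo luminescence, gave the measured signal.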
EPAC2 antagonist: antagonists of human EPAC2. Q8WZA2. EPAC2 GEF exchange of Rap1B-BODIPY-GDP, fluorescence. Potency, µM (highest dose often 114 µM), without a hit: at the top dose activity, negative = inhibition, hits mostly inhibitors. hit rate 0.18% among 360,000; also: % is scaled to controls: 0 for no effect and ±100 for the full control effect; nearly all actives have a fitted effect of over 45% in size; many of its hits are not listed in these tables
TDP-43 yeast inh: rescues yeast growth from TDP-43 toxicity | TDP-43 expressing yeast growth rescue, BacTiter-Glo, 24 h | Potency, µM (doses to about 46.1 µM), without a hit: top-dose growth rescue (activation), most hits filed as activators | hit rate 1.8% among 410,000; also: % of control where 0% means no effect; nearly all actives have a fitted effect of over 50% in size
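Growth rescue of TDP-43-toxic yeast measured as ATP luminescence (BacTiter-Glo). Cells grown to mid-log in raffinose, induced in galactose at OD600=0.02, exposed to compound 24 hr at 30 deg C.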
Numbers without * were called inactive; i = inactive; ? = inconclusive; nt = not tested or not shown; & = joins results of further samples; [ ] = another dose, or the depositor's remark. Calls follow the shape of the dose curve; as a rule, active = well fitted curve in the direction sought with a large enough effect; inconclusive = small, poorly fitted or top-dose-only effect, or another doubt; inactive = no such curve, though single readings can be large; an effect the other way counts as inactive or inconclusive. Potency is read from the fitted curve at half-maximal effect. An excerpt. The share of hits here may be higher or lower than overall.

Structure | PTHR1 ag | EPAC1 antagonist | EPAC1 ag | FUS suppressor | EPAC2 ag | aSyn rescue | EPAC2 antagonist | TDP-43 yeast inh
Cc1ccc(CN2CCC(n3nccc3NC(=O)CCOc3ccccc3)CC2)cc1C | -7% | 3% | 8% | 6% | 6% | -2% | -1% | 3%
O=C(CN(C(=O)CCNC(=O)c1ccco1)c1ccccc1)NC1CCCC1 | i | 5% | -3% | 14% | -9% | -8% | 10% | 14%
CC(C)C(NC(=O)c1ccco1)C(=O)NCc1ccc(C(=O)O)cc1 (stereo not drawn) | i | 6% | -6% | -6% | -4% | 0% | 8% | 19%
COc1ccc2oc(=O)c(C(=O)NCc3ccccc3)cc2c1 | -3% | -4% | 7% | -22% | 2% | -3% | 2% | -2%
O=c1cc(-c2ccc([N+](=O)[O-])cc2)nc2cc(-c3ccc(F)cc3)[nH]n12 | -6% | -8% | -4% | -12% | -8% | 3% | -1% | 13%
CC(=NCCCn1ccnc1)c1c(O)n(Cc2ccccc2)c(=O)[nH]c1=O | -2%[57.5 µM] | 5% | 8% | 24% | -1% | -2% | 10% | -13%
CC(=O)Nc1ccc(NC(=O)CN(C)S(=O)(=O)c2ccc3c(c2)CCC(=O)N3)cc1 | i | -1% | 7% | 3% | 7% | -5% | 3% | 18%
O=C(Cc1c(F)cccc1Cl)NNC(=O)c1ccco1 | i | -5% | 11% | 7% | 6% | 0% | -3% | ?
CC(C)(c1cc(Cl)c(O)c(CN2CCOCC2)c1)c1cc(Cl)c(O)c(CN2CCOCC2)c1 | -17% | 0% | 1% | 1% | 4% | 4% | -8% | 3%
CC(C)Cc1ccccc1S(N)(=O)=O | -14% | 2% | -8% | -10% | 4% | 0% | 2% | 8%
C/C(CC(=O)Nc1ccc(N(C)C)cc1)=N\NC(=O)c1ccc([N+](=O)[O-])cc1Cl | -9% | -12% | 0% | 19% | 0% | 8% | -1% | 14%
Oc1ccc(/C=N/n2c(-c3ccccc3)n[nH]c2=S)cc1Br | -51%[inhibitor] | -16% | 4% | -7% | 1% | 0% | 5% | 15%
Cc1coc(C)c1C(=O)Nc1ccc2ccccc2c1 | i | 15% | 5% | 1% | 13% | 0% | -2% | ?
COc1ccc(NC(=O)c2cc(C3CCCCN3C(=O)c3cc(F)ccc3C)on2)c(C)c1 (stereo not drawn) | -21% | -4% | -1% | 26% | 14% | 1% | -4% | 25%
CC(=O)c1ccc2c(c1)CC(C)C(=O)N2C (stereo not drawn) | i | -10% | 12% | nt | 9% | 0% | 2% | 0%
COc1cc(/C=C2\CCCc3c2nc2ccccc2c3C(=O)O)cc([N+](=O)[O-])c1O | -83%[inhibitor] | ? | -9% | ? | 5% | -14% | -6% | -1%

Random excerpt: two entries already listed
Structure | PTHR1 ag | EPAC1 antagonist | EPAC1 ag | FUS suppressor | EPAC2 ag | aSyn rescue | EPAC2 antagonist | TDP-43 yeast inh
Cc1coc(C)c1C(=O)Nc1ccc2ccccc2c1 | i | 15% | 5% | 1% | 13% | 0% | -2% | ?
CC(=O)c1ccc2c(c1)CC(C)C(=O)N2C (stereo not drawn) | i | -10% | 12% | nt | 9% | 0% | 2% | 0%

(listing goes on)
Structure | PTHR1 ag | EPAC1 antagonist | EPAC1 ag | FUS suppressor | EPAC2 ag | aSyn rescue | EPAC2 antagonist | TDP-43 yeast inh
O=C(OCc1cc(Cl)cc2c1OCOC2)c1cccnc1Cl | 8% | -17% | 20% | 28% | 21% | 16µM* | -6% | ?
CC(=O)N1c2ccc(S(=O)(=O)NCC3CCC(C(=O)Nc4cc(C)ccn4)CC3)cc2CC1C (stereo not drawn) | -33%[inhibitor] | ? | -13% | 27% | 10% | -4% | -8% | -22%
O=C(NC1CCOc2ccccc21)c1ccccn1 (stereo not drawn) | i | 27% | -6% | 14% | 2% | 0% | 1% | -9%
NS(=O)(=O)c1cc(C(=O)OCC(=O)Nc2ccc(Cl)cc2[N+](=O)[O-])ccc1Cl | i | -12% | 4% | 17% | 13% | 4% | 2% | -29%
COc1ccc(C2Nc3ccccc3C(=O)N2Cc2ccccc2)cc1 (stereo not drawn) | -61%[inhibitor] | -2% | 10% | -19% | 10% | -4% | -9% | -6%
COC(=O)c1c[nH]n2c(=O)c(Cl)c(C)nc12 | i | -10% | 4% | 0% | 12% | -10% | 9% | -20%
COc1ccc(C)cc1N(CC(=O)N1CCCC1)S(=O)(=O)c1ccccc1 | i | 17% | 3% | 3% | 6% | 6% | 4% | 8%
CCCN1CCc2nc(SCC(=O)Nc3ccc(C)c(Cl)c3)[nH]c(=O)c2C1 | -17%&-16% | 6% | -14% | 6%&7% | 18% | -2% | -3% | 11%&9%

Exported with two lines to a compound: part of the list above
Order of results: PTHR1 ag, EPAC1 antagonist, EPAC1 ag, FUS suppressor, EPAC2 ag, aSyn rescue, EPAC2 antagonist, TDP-43 yeast inh
NS(=O)(=O)c1cc(C(=O)OCC(=O)Nc2ccc(Cl)cc2[N+](=O)[O-])ccc1Cl
  i, -12%, 4%, 17%, 13%, 4%, 2%, -29%
COc1ccc(C)cc1N(CC(=O)N1CCCC1)S(=O)(=O)c1ccccc1
  i, 17%, 3%, 3%, 6%, 6%, 4%, 8%
CCCN1CCc2nc(SCC(=O)Nc3ccc(C)c(Cl)c3)[nH]c(=O)c2C1
  -17%&-16%, 6%, -14%, 6%&7%, 18%, -2%, -3%, 11%&9%
O=C(OCc1cc(Cl)cc2c1OCOC2)c1cccnc1Cl
  8%, -17%, 20%, 28%, 21%, 16µM*, -6%, ?
COc1ccc(C2Nc3ccccc3C(=O)N2Cc2ccccc2)cc1 (stereo not drawn)
  -61%[inhibitor], -2%, 10%, -19%, 10%, -4%, -9%, -6%

Further structures.
Structure | PTHR1 ag | EPAC1 antagonist | EPAC1 ag | FUS suppressor | EPAC2 ag | aSyn rescue | EPAC2 antagonist | TDP-43 yeast inh
Cc1nnc(NCc2ccco2)s1 | i | -26% | 3% | 27% | 2% | -4% | 13% | 13%
CC(C)CNC(=O)CN1c2cccc3cccc(c23)S1(=O)=O | i | 22% | 1% | 18% | 3% | 1% | -2% | -3%
COc1cccc(NC(=O)C(C)Sc2nnc(C3CC3)n2C2CC2)c1 (stereo not drawn) | -11% | 28% | 3% | -11% | 6% | 0% | 1% | 1%
CCCCCc1c(-c2ccc(OC)cc2)ncn1CCc1ccccc1OC | -51%[inhibitor] | -9% | -9% | 17% | 2% | -19% | ? | 8%
CCCCCCc1cc2cc(-c3nnc(-c4ccccc4O)o3)c(=O)oc2cc1O | i | 39% | ? | nt | ? | 2% | 71%[activator] | 9%
CCOC(=O)N1CCN(c2c(NCc3ccccc3Cl)c(=O)c2=O)CC1 | i | -4% | -6% | -14% | 1% | -3% | -7% | -1%
CC1Cc2ccccc2N1C(=O)CN1C(=O)NC(C)(c2ccc3c(c2)OCCO3)C1=O (stereo not drawn) | -8%[57.5 µM] | 5% | 0% | 27% | -5% | -11% | 4%[57.1 µM] | -1%
N/C(=N\NS(=O)(=O)c1ccc(Cl)cc1)c1ccccn1 | i | 11% | 8% | 14% | 9% | -1% | -12% | -13%
N#Cc1c2n(cnc1=O)CCCCC2 | i | -15% | -1% | -18% | 9% | -4% | -1% | 7%
Cc1ccc(NC(=O)CCn2nnc3ccccc32)c(C)c1 | i | 6% | -4% | -3% | 16% | -2% | 0% | -4%
COc1cccc(-c2cc(C(=O)N3CCN(Cc4ccc5c(c4)OCO5)CC3)on2)c1 | -52%[inhibitor] | ? | 4% | 0% | 11% | 2% | -5% | ?
CCOC(=O)C1CCCN(C(=O)CSc2nccn2C)C1 (stereo not drawn) | ? | 14% | 1% | -11% | 7% | 1% | 3% | 7%
COCC(=O)Nc1cc(C(=O)Nc2cccc(C)c2C)ccc1Cl | i | -3% | 2% | -23% | 0% | 2% | 2% | 2%
Cc1c(Cl)cccc1NC(=O)Nc1ccc(C(=O)N2CCCC2)cc1 | -40%[inhibitor] | -22% | -3% | 4% | 4% | -6% | -17% | -10%
COc1cc2c(cc1NC(=O)COC(=O)[C@@H](NC(=O)c1ccccc1)C(C)C)oc1ccccc12 | -18% | -8% | 6% | nt | 0% | 9% | 4% | 11%
COc1ccc([C@H]2CC(=O)C=C(/C=C/c3ccc(Cl)cc3)C2)cc1 | -12% | 3% | -1% | -21% | 10% | 10% | 5% | 20%
O=C(COC(=O)Cc1ccsc1)Nc1cccc(Cl)c1 | -20% | -4% | 3% | -13% | 8% | 1% | -5% | ?
Cc1ccc(NS(=O)(=O)c2cc3c4c(cccc4c2)C(=O)NC3=O)cc1C | -18% | 3% | 5% | 43% | -2% | -2% | 3% | -14%
COc1cccc(NC(=O)Nc2cc(C(=O)O)ccc2C)c1 | i | -12% | -3% | 24% | -2% | -2% | 6% | -23%
COc1cccc2c(N/N=C/c3ccco3)cc(C)nc12 | 2% | 4% | 12% | -19% | 10% | 3% | 13µM* | 0%
CCC(=O)N(CCC(Cc1ccccc1)c1ccc2c(c1)OCO2)Cc1ccccc1F (stereo not drawn) | i | -13% | -2% | 28% | -2% | -7% | -10% | -28%
COc1ccc(C(=O)N[C@H](C(=O)OCn2nnc3ccccc3c2=O)C(C)C)cc1 | -20% | -6% | 1% | 16% | -4% | 12% | 3% | 13%
CCCCN1C(=S)SC(C)(C)C1/[N+]([O-])=C/c1cccnc1 (stereo not drawn) | -24%[57.5 µM] | 2% | 0% | 6% | -2% | -5% | 1% | 0%
COc1ccccc1N(CC(=O)Nc1ccccc1C(=O)N1CCOCC1)S(C)(=O)=O | i | -18% | -1% | 5% | 8% | -4% | 5% | 6%
C=C(C(=O)Oc1c(C(C)(C)C)cccc1C(C)(C)C)c1ccccc1 | -19% | 3% | -13% | -45% | 6% | 0% | -15% | 14%
O=C1CSC(c2cn(-c3ccccc3)nc2-c2cc3ccccc3oc2=O)N1Cc1cccnc1 (stereo not drawn) | -14%[57.5 µM] | 7% | 15% | 13% | 8% | 3% | 5% | 5%
O=C1CCCCC(=O)[C@H](O)C[C@H](c2ccccc2)O1 | -16% | 3% | -12% | 7% | 5% | -7% | 6% | 21%
OC[C@@H]1CN(Cc2ccc(Cl)cc2)C[C@H](n2cnc3c(NC4CC4)ncnc32)O1 | -1% | 2% | 2% | -2% | 5% | 0% | 7% | -1%

Screens: PubChem, National Center for Advancing Translational Sciences (NCATS)
